Source: PubChem
L3MBTL1 inh: blocks human L3MBTL1. AID 485360. AlphaScreen L3MBTL1–H3K9me1 peptide binding. 230,000 compounds, 0.66% hits. Potency, µM (top dose mostly 57.1 µM), for inactives: top-dose activity, negative = inhibition, actives largely listed as inhibitors. Q9Y468; further: nearly all actives have a fitted effect of over 60% in size
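L3MBTL1 (50 nM) pre-complexed 30 min with biotinylated H3(1-15)K9me1 peptide (75 nM), then compounds added for 30 min at room temperature; AlphaScreen streptavidin donor/nickel chelate acceptor beads (10 ug/mL final) read after 30 min dark incubation.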
GoLoco inh red: RGS12 GoLoco-Gai1 interaction inhibition. Potency, µM (highest dose often 61.6 µM), inactives show at the highest dose activity, negative = inhibition, hits mostly inhibitors. P63096. 230,000 compounds, 0.44% hits. Gai1:RGS12 GoLoco peptide FP, rhodamine, 10 min; active means well fitted inhibition curve with a large enough effect, not every such curve was filed as active; inactive means no such curve, though single readings can be large or run the other way; further: nearly all actives have a fitted effect of over 30% in size; many of its hits are not listed in these tables
Target sequence (P63096 whole entry, looked up): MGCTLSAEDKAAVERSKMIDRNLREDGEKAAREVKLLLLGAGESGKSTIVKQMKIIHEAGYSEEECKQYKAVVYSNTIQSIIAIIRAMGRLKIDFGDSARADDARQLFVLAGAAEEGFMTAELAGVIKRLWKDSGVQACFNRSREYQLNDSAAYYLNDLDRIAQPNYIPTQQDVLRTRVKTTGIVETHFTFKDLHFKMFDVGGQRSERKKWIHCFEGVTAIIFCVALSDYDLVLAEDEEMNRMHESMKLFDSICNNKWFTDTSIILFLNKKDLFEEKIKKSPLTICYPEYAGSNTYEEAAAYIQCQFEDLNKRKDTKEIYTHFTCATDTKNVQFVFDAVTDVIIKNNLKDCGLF
TRb-SRC2 inh: inhibitors of human thyroid hormone receptor beta-SRC2 interaction. 280,000 compounds, 0.065% hits. TRbeta-SRC2 peptide binding, fluorescence polarization; receptor liganded with 1 µM T3. AID 1469. Potency, µM (highest dose often 106 µM), for the others: at the top dose activity change, negative = inhibition, hits mostly inhibitors;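 further: plate controls were bound peptide for no effect and peptide without receptor for full effect; nearly all actives have a fitted effect of over 50% in size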
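Fluorescence polarization of 20 nM Texas Red SRC2 peptide (20-aa NR interaction domain) bound to 0.6 uM human TRb ligand-binding domain, with 1 uM T3, after 5 hr at ambient temperature; inhibition seen as decreased polarization.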
RECQ1 inh: inhibitors of human RECQ1 DNA helicase | Potency, µM (highest dose often 57.3 µM), for the others: at the highest dose activity, negative = inhibition, usual class: inhibitors | RECQ1 DNA unwinding, red fluorescence kinetic read | 240,000 compounds, 0.54% hits | P46063 | AID 2549;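 further: plate controls were vehicle for no effect and no enzyme for full effect; nearly all actives have a fitted effect of over 30% in size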
Target sequence (P46063 whole entry, looked up): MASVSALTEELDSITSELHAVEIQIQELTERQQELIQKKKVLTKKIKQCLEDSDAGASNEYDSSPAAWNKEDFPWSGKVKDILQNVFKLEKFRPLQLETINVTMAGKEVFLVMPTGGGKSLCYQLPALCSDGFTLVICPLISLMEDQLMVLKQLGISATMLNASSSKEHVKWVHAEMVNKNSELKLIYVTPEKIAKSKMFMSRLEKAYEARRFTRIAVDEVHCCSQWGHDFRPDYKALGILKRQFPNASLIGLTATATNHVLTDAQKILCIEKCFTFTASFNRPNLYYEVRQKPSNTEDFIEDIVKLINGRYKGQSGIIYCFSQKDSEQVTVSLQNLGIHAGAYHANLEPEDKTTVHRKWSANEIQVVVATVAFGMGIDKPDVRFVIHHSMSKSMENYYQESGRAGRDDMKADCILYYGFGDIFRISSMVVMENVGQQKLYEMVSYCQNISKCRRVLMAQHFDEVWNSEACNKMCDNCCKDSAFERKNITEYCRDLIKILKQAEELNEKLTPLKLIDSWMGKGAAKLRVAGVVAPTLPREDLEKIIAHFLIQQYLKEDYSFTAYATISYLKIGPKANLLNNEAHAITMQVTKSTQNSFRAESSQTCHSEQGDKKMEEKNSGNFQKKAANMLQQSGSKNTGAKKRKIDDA
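RECQ1T1 50 nM; forked duplex (20 bp + 30-nt ss tails) 200 nM, ATP 2 mM final; pH 8.0, 2 mM MgCl2, 2.5 ug/ml poly(dI-dC); 15 min compound preincubation; discontinuous kinetic read over 2 h at RT.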
GAA inh: inhibitors of human lysosomal alpha-glucosidase; P10253; 200,000 compounds, 0.005% hits; AID 1466; Potency, µM (titrated, usually from 76.9 µM), without a hit: at the highest dose activity change, negative = inhibition, most hits filed as inhibitors; purified human GAA, 4-MU-alpha-glucoside fluorescence;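 further: plate controls were uninhibited enzyme wells for no effect and no-enzyme background for full effect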
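AC50 values come from Hill fits of compound titrations (up to 77 uM) against 4 nM human enzyme. Substrate 4-methylumbelliferyl-alpha-D-pyranoside at 400 uM, pH 5.0 citrate buffer, 20 min room temperature; fluorescence Ex 365/Em 440 after alkaline stop.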
GAA spleen mod: inhibits or activates alpha-glucosidase in human spleen homogenate. P10253. human spleen homogenate, 4-MU-alpha-glucoside fluorescence. Potency, µM (top dose mostly 79.9 µM), without a hit: at the highest dose activity change, negative = inhibition, usual class: inhibitors. 240,000 compounds, 0.006% hits. AID 2112;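 further: 0% = enzyme with vehicle and -100% = no enzyme basal signal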
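Human spleen homogenate (1 ug) with 4-methylumbelliferyl-alpha-D-glucopyranoside (1 mM final) in 50 mM citrate/phosphate pH 5.0, 0.01% Tween-20; 40 min at 37 C. Stopped at pH 10; 4-MU fluorescence Ex 365/Em 440 nm; AC50 by Hill fit.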
TR SRC2 fluor cs: counter-screen for TRb-SRC2 inhibitors: fluorescence interference | TRb/SRC2 Texas Red total fluorescence interference | Potency, µM (series often up to 106 µM), for inactives: at the top dose fluorescence change, negative = quenching | 280,000 compounds, 0.29% hits; active means well fitted curve in either direction with a large enough effect; inconclusive means small, poorly fitted or top-dose-only effect
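Human TRβ ligand-binding domain (0.6 uM) and Texas Red SRC2 peptide (20 nM) in Tris buffer with 1 uM T3 and 5% DMSO were incubated with pinned compound for 5 hr at ambient temperature. Total fluorescence was computed as S + 2P (555/632 nm).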
GAA glycogen mod: alters human alpha-glucosidase cleavage of glycogen | P10253 | recombinant GAA, glycogen substrate, Amplex Red glucose oxidase fluorescence | Potency, µM (titrated, usually from 76.4 µM), for the others: top-dose activity change, negative = inhibition, usual class: inhibitors | 300,000 compounds, 0.38% hits | AID 2100;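 further: 0% = full enzyme reaction and -100% = no-enzyme basal signal; the screen sought inhibitors and activators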
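Recombinant enzyme (4 nM final) with compounds titrated up to 77 uM and bovine liver glycogen (30 ug) in citrate pH 5.0, 0.01% Tween-20, 37 C 40 min. Released glucose detected by Amplex Red/glucose oxidase (Ex 573/Em 610); AC50 from Hill fits.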
An asterisk follows results filed as active; i = inactive; ? = inconclusive; / = not tested or not shown; & = joins results of further samples; [ ] = another dose, or the depositor's remark. Unless noted, the call rests on the fitted dose curve; in most records, active means well fitted curve in the direction sought with a large enough effect; inconclusive means small, poorly fitted or top-dose-only effect, or another doubt; inactive means no such curve, though single readings can be large; an effect the other way counts as inactive or inconclusive. Unless noted, on the % scale 0 is the no-effect control and ±100 the full control effect; potency means the concentration at half of the fitted maximal effect. Only part of the results is shown (hit frequency here may not be typical).

SMILES	L3MBTL1 inh	GoLoco inh red	TRb-SRC2 inh	RECQ1 inh	GAA inh	GAA spleen mod	TR SRC2 fluor cs	GAA glycogen mod
COCCNC(=O)CSc1ccc(Cl)cc1	-4%	-14%	-2%	22%	-11%[15.4 µM]	-2%	0%	-1%
COC(=O)c1cc2c([nH]c3ccccc32)c(C)n1	-3%	12%	-2%	-2%	-8%	6%	-5%	3%
Cc1cccc(C)c1OCC(O)Cn1ccnc1C (stereo unspecified)	/	-3%	4%	-3%	-7%	5%	1%	-1%
O=C(O)CN=C(NS(=O)(=O)c1ccc(Cl)cc1)c1ccc(F)cc1	5%	10%	0%	i	8%	7%	0%	-8%
CCCCNC(=S)N1CCN(CC)CC1	7%	8%	1%	i	9%	2%	2%	4%
Cc1ccc(C(=O)Nc2c(C)cc(-c3ccc(Cl)cc3)oc2=O)cc1	3%	-3%	0%	-18%	12%	-4%	3%	3%
Cc1onc(-c2ccccc2)c1C(=O)Oc1ccccc1	24%	0%	2%	-6%	/	8%	1%	-1%
CN1CCc2cc(O)c(O)cc2C1Cc1ccc(O)c(O)c1 (stereo unspecified)	/	/	7%	8%	/	3%	-1%	/
COC(=O)c1cccnc1Oc1ccccc1	-11%	-6%	5%	0%	/	18%	-2%	-15%
Cc1ccccc1C1C2=C(Nc3[nH]n(-c4ccccc4)c(=O)c31)c1ccccc1C2=O (stereo unspecified)	-7%	77%[activator]	-5%	-2%	-15%	-4%	2%	6%
Cc1cc(-c2ccc([N+](=O)[O-])cc2)nc2ccccc12	-28%	1%	1%	-10%	-1%	1%	-1%	6%
Cc1cccc(C)c1NC(=O)Nc1cccs1	/	26%	1%	-5%	-1%	0%	2%	-1%
O=C1/C(=C\c2cccs2)Sc2ccc3ccccc3c21	-25%	-12%	-12%	-1%	-3%	1%	10%	-6%
CC(C)Cc1nc(N2CCN(C(=O)c3ccccc3)CC2)c(C#N)c2c1CCC2	-1%	1%	3%	i	-2%	-1%	1%	-10%
COc1cccc(CC(=O)Nc2ccc(-c3csc(C)n3)cc2)c1	-9%	7%	2%	-6%	/	-2%	0%	-1%
CS(=O)(=O)Nc1nc2ccccc2[nH]1	3%	17%	-2%	5%	-1%	-8%	-4%	-5%
CCOc1ccc(C2c3[nH]c4ccccc4c3CCN2C(=O)Cn2cncn2)cc1 (stereo unspecified)	-22%	4%	1%	-9%	-10%	9%	-4%	-15%
COc1cc(NC(=O)Nc2cccc(Cl)c2)c(OC)cc1NC(=O)CN1CCCCC1	-6%	5%	-4%	-14%	-9%	-2%	-6%	-10%
CCCn1c(C)cc(C(=O)CSc2nnc3n(CCC)c(=O)c4ccccc4n23)c1C	/	17%	-15%	15%	0%	4%	3%	-1%
CCCCCCCC/C=C\C/C=C\C=C\C(O)CCCC(=O)O (stereo unspecified)	/	6%	5%	-3%	/	1%	0%	/
COC(=O)c1sccc1NC(=S)N1CCCC(C)C1 (stereo unspecified)	/	5%	2%	8%	-8%	-6%	0%	-2%
c1ccc2c(Nc3ccncc3)nc(-c3ccoc3)nc2c1	/	8%	4%	0%	/	-15%	-2%	/
Cc1cc(C)n2nc(C(=O)OCC(=O)c3cc(C)n(C)c3C)nc2n1	?	7%	-4%	?	0%	-4%	5%	4%
COCCOC(=O)C1=C(C)N=C2SCCC(=O)N2C1c1ccc(OC(=O)c2ccco2)cc1 (stereo unspecified)	0%	0%	3%	-8%	-2%[15.4 µM]	4%	2%	-3%
CCCN(CCC)CCCNC(=O)CC(C(=O)N1CCc2ccccc21)n1ccnc1 (stereo unspecified)	9%	4%	-5%	-5%	-6%	-6%	-6%	-9%

Entries shown so far that contain a COOH group, in the order listed:
SMILES	L3MBTL1 inh	GoLoco inh red	TRb-SRC2 inh	RECQ1 inh	GAA inh	GAA spleen mod	TR SRC2 fluor cs	GAA glycogen mod
O=C(O)CN=C(NS(=O)(=O)c1ccc(Cl)cc1)c1ccc(F)cc1	5%	10%	0%	i	8%	7%	0%	-8%
CCCCCCCC/C=C\C/C=C\C=C\C(O)CCCC(=O)O (stereo unspecified)	/	6%	5%	-3%	/	1%	0%	/

Following part:
SMILES	L3MBTL1 inh	GoLoco inh red	TRb-SRC2 inh	RECQ1 inh	GAA inh	GAA spleen mod	TR SRC2 fluor cs	GAA glycogen mod
Nn1c(COc2ccc(Cl)cc2)nc2ccccc2c1=O	4%	1%	-9%	-3%	?	-4%	-1%	4%
O=C(NCc1ccco1)C(=O)NCC1OCCN1S(=O)(=O)c1ccc(F)cc1 (stereo unspecified)	-5%	7%	3%	i	1%	-3%	1%	-7%
OC(Cn1nnc2ccccc21)Cn1c(C(F)(F)F)nc2ccccc21 (stereo unspecified)	12%	2%	1%	i	-3%	1%	2%	3%
COC(=O)C1(O)CC(C(C)C)=NN1C(=O)c1ccc(Cl)cc1 (stereo unspecified)	-2%	0%	4%	7%	-10%	-22%	-1%	-10%
Cc1c(C)c(C)c(S(=O)(=O)N2CCNCC2)c(C)c1C	/	10%	-2%	i	-1%	4%	-2%	-16%
COC(=O)CC1C(=O)NCCN1Cc1cn(-c2ccc(C)cc2)nc1-c1cccc(C)c1 (stereo unspecified)	-31%	35%[activator]	5%[53 µM]	i	14%	0%	1%[53 µM]	1%
COc1ccccc1CNC(=O)Cn1cc2c(n1)CCCC2	8%	4%	0%	i	2%	-8%	-2%	2%
CC(=O)Nc1ccc(NC(=O)c2ccc(C3SCC(=O)N3CCc3ccccc3)cc2)cc1 (stereo unspecified)	-6%	4%	-2%	-1%	-6%	-12%	-1%	-3%
CC1CCc2c(sc(NC(=O)c3ccc(Cn4cc(Br)cn4)o3)c2C(N)=O)C1 (stereo unspecified)	13%	-8%	-6%	-2%	6%	4%	-1%	-1%
CCC(=O)N(CC(=O)Nc1sc(C)c(C)c1C(N)=O)Cc1ccc(F)cc1	/	-3%	-1%	6%	/	10%	-1%	0%
CCOc1ccc(Br)cc1S(=O)(=O)Nc1ccc(C(=O)OC(C)C(=O)N(C)c2ccccc2)cc1 (stereo unspecified)	?	/	-4%	0%	-13%	-1%	1%	-2%
O=c1[nH]c2ccccc2n1Cc1ccccc1	3%	-1%	-9%	i	0%	-5%	2%	-8%
NOCc1ccccc1	/	/	-5%	10%	/	-7%	-9%	/
Cc1cc(NC(=O)CSCCc2ccncc2)no1	3%	10%	8%	-2%	-1%	0%	-3%	0%
CCOC(=O)Cc1csc(NC(=O)C(C)(C)CC)n1	/	1%	-1%	-7%	-7%	-2%	-1%	1%
O=C(c1cccc(F)c1)N1CCN(Cc2ccco2)CC1	1%	-10%	6%	1%	3%	-5%	2%	1%
O=c1cc(CNC2CCCCC2)c2ccccc2[nH]1	3%	3%	7%	-4%	8%	0%	1%	2%
Cc1nc(Cl)cc(CS(=O)(=O)c2ccc(Cl)cc2)n1	12%	-7%	5%	-1%	2%	-8%	0%	-11%
NCCCCc1cn(CC(=O)N2CCNCC2)nn1	5%	4%	2%	-2%	/	-1%	1%	-7%
Cc1cccc(OCCCn2ccnc2)c1	/	7%	-13%	i	-7%	3%	3%	-5%
CCOC(=O)C1(Cc2cccc(F)c2)CCN(Cc2cnn(CC)c2)CC1	2%	7%	-4%	i	-2%	-4%	-2%	-11%
CCN(CC)CCCNC1=C(Cl)C(=O)c2ccccc2C1=O	-25%	0%	-5%	-4%	/	0%	-7%	-10%
Cc1cc(C)c2cc(CNC3CCCC3)c(Cl)nc2c1	5%	11%	7%	-6%	-13%	-8%	-2%	-5%
Cc1cccc(C(=O)N[C@H](C(=O)Nc2ncc(C)s2)C(C)C)c1	-3%	-17%	-3%	2%	-3%	2%	1%	-17%
O=C(COc1ccccc1)NNC(=O)c1cc2ccccc2oc1=O	7%	4%	-1%	-8%	2%	-13%	-1%	9%

Molecules listed so far containing two or more sulfur atoms, in the order listed:
SMILES	L3MBTL1 inh	GoLoco inh red	TRb-SRC2 inh	RECQ1 inh	GAA inh	GAA spleen mod	TR SRC2 fluor cs	GAA glycogen mod
O=C1/C(=C\c2cccs2)Sc2ccc3ccccc3c21	-25%	-12%	-12%	-1%	-3%	1%	10%	-6%
COC(=O)c1sccc1NC(=S)N1CCCC(C)C1 (stereo unspecified)	/	5%	2%	8%	-8%	-6%	0%	-2%

Next structures follow.
SMILES	L3MBTL1 inh	GoLoco inh red	TRb-SRC2 inh	RECQ1 inh	GAA inh	GAA spleen mod	TR SRC2 fluor cs	GAA glycogen mod
Cc1ccc(N(C)C(=O)CCS(=O)(=O)c2cc3c(cc2Cl)NC(=O)CO3)cc1	-4%	/	0%	/	/	/	-1%	-4%&16%[76.3 µM]
N#Cc1ccccc1NC(=O)COC(=O)/C=C/c1cn(-c2ccccc2)nc1-c1ccc(Cl)cc1	-3%	0%	10%	21%	?	-2%	-3%	12%
COc1cc(-c2n[nH]c(=S)n2-c2ccccc2C(F)(F)F)cc(OC)c1OC	1%	-1%	5%	0%	/	-2%	1%	-12%
O=C(NCCCN1CCOCC1)c1ccco1	-1%	2%	2%	i	-4%	2%	1%	4%
CCCC(=O)Nc1ccccc1NC(=O)c1ccc(OC(C)=O)cc1	0%	1%	-3%	i	0%	-11%	0%	-8%
COc1cccc(C(=O)Nc2cc3c(cc2Cl)OCCCO3)c1	10%	8%	-4%	-10%	3%	0%	0%	1%
COc1cc(C(=O)NNC(=S)NC(=O)/C=C/c2ccccc2)cc(OC)c1OC	-6%	3%	-1%	-5%	1%[15.4 µM]	-17%	-3%	-3%
Cc1ccc(-c2ccc(/C=N/NC(N)=S)o2)cc1	-14%	-15%	6%	-8%	/	2%	3%	-13%
COc1cc(/C=C2/C(=N)N3C=CSC3=NC2=O)ccc1OCCCOc1ccccc1C	16%	15%	-1%	i	-6%	-2%	-3%	3%
O=C(CCCc1nc(-c2ccc(Cl)cc2)no1)N1CCOCC1	-14%	6%	-14%	7%	1%	0%	3%	-1%
